Assay outcomes: PubChem BioAssay, National Center for Advancing Translational Sciences (NCATS)
PLK1 PBD inh: qHTS for Inhibitors of PLK1-PDB (polo-like kinase 1 - polo-box domain): Primary Screen; Serine/threonine-protein kinase PLK1 (Homo sapiens), P53350; Plk1 PBD binding of FITC phosphopeptide, fluorescence polarization; Potency, µM, without a hit: max response, negative = inhibition, usual class: inhibitors; 360,000 compounds, 2.8% hits; note: potency is the fitted concentration of half-maximal effect; series mostly up to about 57 µM; % is set by controls: 0 for no effect and ±100 for the full control effect; nearly all actives have a fitted effect of over 65% in size
Abeta rescue: qHTS for compounds that reverse cellular toxicity of Amyloid beta (A-beta) peptide in yeast: Primary Screen. yeast expressing A-beta42, growth rescue, OD600, 48 h; response scale: 0% DMSO, 100% iron-clioquinol control. Potency, µM (series often up to 46.1 µM), for inactives: at the top dose growth rescue, usual class: activators. 410,000 compounds, 0.063% hits; note: potency is the fitted concentration of half-maximal effect; nearly all actives have a fitted effect of over 55% in size
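Growth rescue measured by 600 nm absorbance after 48 h yeast culture at 30 C with compound. Values normalized between DMSO and an equimolar ferric chloride plus clioquinol control.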
EPAC1 agonist: qHTS for Agonist of cAMP-regulated guanine nucleotide exchange factor 3 (EPAC1): primary screen | Rap guanine nucleotide exchange factor 3 (Homo sapiens), O95398 | EPAC1 agonist qHTS, biochemical assay; response scale: 100% = response to 6.5 mM cAMP | Potency, µM (series often up to 154 µM), for inactives: top-dose activation, hits mostly activators | 360,000 compounds, 0.073% hits | AID 720707, 2013; note: potency is the fitted concentration of half-maximal effect; nearly all actives have a fitted effect of over 60% in size
Target sequence (O95398 whole entry, looked up): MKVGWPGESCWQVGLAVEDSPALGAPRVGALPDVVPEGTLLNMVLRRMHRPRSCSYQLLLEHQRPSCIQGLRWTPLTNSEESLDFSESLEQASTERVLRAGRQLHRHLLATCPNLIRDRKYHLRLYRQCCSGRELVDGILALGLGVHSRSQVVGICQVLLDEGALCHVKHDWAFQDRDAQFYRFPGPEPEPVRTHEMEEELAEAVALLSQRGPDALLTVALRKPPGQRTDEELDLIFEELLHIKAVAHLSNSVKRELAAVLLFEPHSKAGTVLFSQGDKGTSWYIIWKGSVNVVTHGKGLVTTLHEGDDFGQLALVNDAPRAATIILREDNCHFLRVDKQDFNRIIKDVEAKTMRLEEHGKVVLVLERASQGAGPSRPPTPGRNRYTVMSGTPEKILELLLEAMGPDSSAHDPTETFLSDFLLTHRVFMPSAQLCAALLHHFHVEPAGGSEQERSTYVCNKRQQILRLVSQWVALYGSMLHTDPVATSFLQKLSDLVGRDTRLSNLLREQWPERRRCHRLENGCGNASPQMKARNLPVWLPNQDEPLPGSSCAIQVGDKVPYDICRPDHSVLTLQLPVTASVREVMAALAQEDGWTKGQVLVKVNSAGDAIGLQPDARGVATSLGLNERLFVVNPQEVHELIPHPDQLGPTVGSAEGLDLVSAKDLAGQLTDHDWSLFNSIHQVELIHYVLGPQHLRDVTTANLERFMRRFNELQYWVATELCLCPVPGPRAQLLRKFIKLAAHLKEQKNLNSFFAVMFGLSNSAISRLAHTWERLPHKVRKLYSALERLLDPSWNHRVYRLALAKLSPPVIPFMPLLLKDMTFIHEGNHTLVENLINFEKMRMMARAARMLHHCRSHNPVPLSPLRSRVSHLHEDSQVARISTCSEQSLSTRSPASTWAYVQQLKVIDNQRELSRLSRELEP
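Compounds were pinned as a concentration titration into mixtures of EPAC1 (100 nM), BODIPY-GDP-loaded Rap1B (250 nM) and GDP (50 uM). After 5 min at room temperature, fluorescence was followed for 30 min; activity was scaled to 6.5 mM cAMP.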
EPAC1 antagonist: qHTS for Antagonist of cAMP-regulated guanine nucleotide exchange factor 3 (EPAC1): primary screen; Rap guanine nucleotide exchange factor 3 (Homo sapiens), O95398; EPAC1 GEF assay, Rap1b-BODIPY-GDP exchange fluorescence; Potency, µM (doses to about 115 µM), for the others: at the top dose activity change, negative = inhibition, hits mostly inhibitors; 360,000 compounds, 0.14% hits; AID 720709, 2013;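 note: potency is the fitted concentration of half-maximal effect; plate controls were vehicle for no effect and positive control for full effect; nearly all actives have a fitted effect of over 50% in size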
IL-2 act: qHTS of IL-2 Activators; IL-2 activation reporter assay, cell-based qHTS; stimulated with anti-CD3/CD4/CD28 beads; in transgenic mouse T cells; activation, % (series mostly up to about 46 µM); 360,000 compounds, 0.065% hits; in the data active = activation above about 50%; inconclusive = mostly about 30% to 49%; note: 0% is about no effect
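Screening format: compound pinned onto unstimulated transgenic mouse T cells, 60 min incubation, then anti-CD3/anti-CD4/anti-CD28 bead stimulation for 18 hours at 37 degrees C, followed by EGFP and DsRed detection.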
PI5P4K alpha inh: qHTS for Inhibitors of phosphatidylinositol 5-phosphate 4-kinase (PI5P4K); Phosphatidylinositol 5-phosphate 4-kinase type-2 alpha (Homo sapiens), P48426; PI5P4Kalpha enzyme, ADP-Glo luminescence, 60 min; hits give low values; max response, %; 330,000 compounds, 1.2% hits; AID 652105, 2013; active = max response of -50% or lower; inconclusive = between -30% and -50%; inactive = -30% or higher; note: value at the top dose of about 77 µM; % is set by controls: 0 for no effect and ±100 for the full control effect
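PI5P4Kalpha ADP-Glo assay; 5 microM ATP final; 60 min RT reaction; HEPES pH 7.4/EGTA/CHAPS, 5% DMSO; controls lacking substrate or enzyme; luminescent end-point.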
FUS suppressor: qHTS for Suppressors of FUS Proteinopathy: Primary screen using FUS-linked yeast assay. S. cerevisiae FUS-expressing, growth rescue, OD600, 24 h. Potency, µM (series often up to 76.6 µM), for the others: top-dose growth rescue (activation), usual class: activators. 390,000 compounds, 0.24% hits. AID 1347120, 2019;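 note: potency is the fitted concentration of half-maximal effect; plate controls were DMSO vehicle for no effect and reference control for full effect; nearly all actives have a fitted effect of over 55% in size; some results filed as inactive show a strong effect at the top dose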
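Quantitative HTS measuring growth restoration of FUS-toxic yeast. Galactose-induced cells (OD 0.005) were exposed 24hr at 30C to compounds at several concentrations, then absorbance at 600 nm was recorded.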
WRN helicase inh: qHTS for Inhibitors of WRN Helicase; WRN helicase unwinding, fluorescent forked duplex, kinetic; Potency, µM (titrated, usually from 114 µM), for inactives: top-dose activity change, negative = inhibition, usual class: inhibitors; 360,000 compounds, 0.46% hits; note: potency is the fitted concentration of half-maximal effect; % is set by controls: 0 for no effect and ±100 for the full control effect; nearly all actives have a fitted effect of over 55% in size
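Kinetic fluorescence helicase assay: unwinding of a quenched forked DNA duplex (100 nM final) with 2 mM ATP final raises red fluorescence (525/598 nm). Compounds sat 15 min at room temperature with 20 nM WRN beforehand.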
* = called active by the depositor; ? = inconclusive; · = not tested or not shown; [ ] = remark or other dose. Unless noted, calls come from the whole dose curve; as a rule, active = well fitted curve in the direction sought with a large enough effect; inconclusive = small, poorly fitted or top-dose-only effect, or another doubt; inactive = no such curve, though single readings can be large; an effect the other way counts as inactive or inconclusive.

SMILES	PLK1 PBD inh	Abeta rescue	EPAC1 agonist	EPAC1 antagonist	IL-2 act	PI5P4K alpha inh	FUS suppressor	WRN helicase inh
N#CC1(NC(=O)CSc2n[nH]c(-c3ccccc3)n2)CCCCC1	-6%	5%	-62%[inhibitor]	-4%	0.4	-7	3%	-7%
CCC(C)C(NC(=O)c1ccccc1NC(=O)c1ccc(OC)cc1)C(=O)NCc1ccco1 (stereo unspecified)	-4%	7%	-19%	6%	-2.6	·	15%	0%
CCSc1ccccc1C(=O)NCCc1ccccc1	3%	7%	-1%	-15%	0.0	1	14%	-3%
O=C(c1cccc(Br)c1)N1CCN(C2=NS(=O)(=O)c3ccccc32)CC1	-5%	1%	-2%	2%	0.8	7	0%	9%
COC(=O)[C@@H]1CCCN1C(=O)CCc1nnc(CCc2c[nH]c3ccccc23)o1	-8%	-10%	-9%	-2%	-1.1	-5	3%	-1%
O=C(NCCN1CCOCC1)C(=O)NCC1OCCN1S(=O)(=O)c1ccccc1 (stereo unspecified)	2%	-1%	10%	5%	0.4	1	25%	0%
C/C(=C\C(=O)c1sccc1Cl)N(C)C	-14%	-3%	10%	-26%	0.9	-5	8%	2%[57.1 µM]
CCc1ccc(CNC(=O)CCc2nnc(Cc3cccc(C(F)(F)F)c3)o2)nc1	-4%	-3%	-13%	-10%	-0.6	2	11%	3%
CC1=C(C(=O)Nc2ccccc2C(=O)N2CCCCC2)SCCO1	-4%	-5%	0%	14%	-1.9	-1	-8%	15%
COc1ccc(C(=O)NCCS(=O)(=O)N2CCN(Cc3ccccc3)CC2)cc1	5%	-12%	1%	-10%	0.3	-9	16%	-4%
COC(=O)CCCn1cc(CN2CC(N3CCN(Cc4cccc(C)c4)CC3)CS2(=O)=O)nn1 (stereo unspecified)	-6%	-19%	-12%	-6%	-0.7	-8	-11%	0%
OCCCn1c(-c2ccccc2)csc1=Nc1ccccc1	1%	2%	-4%	-15%	0.3	15	7%	-7%
Cc1ccc(NC(=O)COc2coc(CN3CCc4ccccc43)cc2=O)cc1Cl	-16%	1%	9%	11%	-3.1	-17	45%	-35%
CCCCCc1nc2sc3c(c2c(=O)n1N)CCC3	-1%	7%	1%	-8%	4.0	0	0%	7%
S=C1SCN(Cc2ccccn2)CN1Cc1ccco1	?	7%	8%	6%	-0.5	·	25%	-11%
CC(/C=N/n1c(-c2ccncc2)n[nH]c1=S)=C\c1ccco1	-24%	5%	10%	-8%	0.2	?	?	?
O=c1c2ccccc2c(C=NCCCN2CCOCC2)c(O)n1Cc1ccccc1	-18%	8%	-2%	3%	0.3	4	-2%	-5%
CSc1ncccc1C(=O)Nc1ccncc1	-3%	10%	3%	18%	1.3	2	12%	3%
Cc1oc(-c2cccs2)nc1CN1CCC(c2ccccc2)CC1	1%	9%	-4%	-3%	-1.9	-5	10%	-3%
COc1ccc(N(CC(=O)NCCSc2ccccc2)S(C)(=O)=O)cc1	4%	3%	2%	-2%	-1.1	0	8%	2%
COc1ccc(/C=C/C(=O)OCC(=O)N2CCCCCC2)cc1OC	0%	4%	-3%	2%	-0.2	-2	-2%	0%
CCC1Oc2ccccc2N(CC(=O)Nc2ccccc2OC)C1=O (stereo unspecified)	-3%	?	-9%	-1%	-1.9	·	11%	4%
COCCn1c(N)c(C(=O)NCC2CCCO2)c2nc3ccccc3nc21 (stereo unspecified)	-6%	15%	-8%	?	0.1	11	18%	-12%
O=C(COc1ccc(Br)cc1)NNC(=S)NC(=O)c1ccccc1[N+](=O)[O-]	-14%	-20%	2%	-24%	-1.9	-29	-19%	3%
Cc1ccc(C(=O)N/N=C\c2ccc(OC(=O)c3cccs3)cc2)cn1	-7%	-4%	12%	16%	-0.4	2	-14%	0%

Remaining list, next part
SMILES	PLK1 PBD inh	Abeta rescue	EPAC1 agonist	EPAC1 antagonist	IL-2 act	PI5P4K alpha inh	FUS suppressor	WRN helicase inh
O=C1CCC2=C(CCCC2=O)N1	-2%	2%	8%	12%	-0.5	1	-2%	1%
Cc1cc(C)nc(N2N=C(C(F)(F)F)CC2=O)n1	-12%	-10%	-3%	-22%	0.0	-6	2%	-28%
CCN1C(=O)C(NC(C)=O)c2cc(Br)ccc21 (stereo unspecified)	-6%	8%	8%	7%	0.7	2	0%	-13%
COc1ccc(-c2cc(NC(=O)c3cncn3-c3ccccc3)ccc2OC)cc1	-8%	-23%	3%	-14%	0.0	-6	?	-8%
C=CCN1C(c2ccc(Br)cc2)=CS/C1=C(/C#N)c1nnc(N2CCOCC2)n1-c1ccccc1	-13%	-10%	11%	-1%	-1.4	-12	?	-5%
COc1ccccc1NC(=O)C1CCN(C(=O)c2ccc(C(C)(C)C)cc2)CC1	-8%	11%	-12%	4%	-1.8	8	43%	1%
O=C(CC1C[C@H](C(=O)N2CCOCC2)[C@@]2(CCC3CCCC3)c3[nH]c4ccccc4c3CCN2C1=O)NCc1ccco1 (stereo partly specified)	-1%	-9%	-7%	-6%	-0.4	-1	-7%	-2%
CCN(c1ccccc1)S(=O)(=O)c1ccc(Cl)c(NC(=O)COC(=O)c2cccc(OC)c2O)c1	-3%	-4%	4%	-4%	-0.1	0	·	9%
COc1ccc2cc(CCNC(=O)c3ccc(S(=O)(=O)N4CCOCC4)cc3)c(=O)[nH]c2c1	-6%	8%	1%	-19%	-1.5	-25	10%	-34%
COCCN(C(=O)C1=COCCO1)c1c(N)n(CC(C)C)c(=O)[nH]c1=O	-8%	14%	13%	-22%	0.6	2	-29%	7%
Cc1nccc2oc(=O)c(NC(=O)c3ccc(Cl)cc3)cc12	-6%	-14%	3%	1%	-0.1	0	21%	-3%
C=CCOc1ccnc(-c2ccccc2)n1	-5%	2%	-15%	-22%	-1.7	3	4%	-1%
CC(C)CN(C(=O)COc1ccc(-c2nnco2)cc1)C1CCS(=O)(=O)C1 (stereo unspecified)	1%	7%	-7%	9%	-4.2	2	·	2%
CC1Cc2ccccc2N1S(=O)(=O)c1cccs1 (stereo unspecified)	33%[activator]	20%	-8%	13%	2.4	·	2%	-9%
O=C(Nc1cc(Cl)ncn1)c1ccccc1	-2%	-10%	8%	9%	-2.7	-3	-7%	-5%
COC(=O)CNC(=O)c1nn(-c2cccc(OC)c2)c(=O)c2ccccc12	0%	-7%	-10%	-16%	0.2	-1	2%	-1%
Cc1ccc2nc(C)/c(=N\O)c(C)nc2c1	-3%	8%	13%	0%	2.6	·	24%	-7%
O=C1NC(c2ccccc2Cl)Nc2ccccc21 (stereo unspecified)	-1%	8%	-4%	-7%	0.9	9	-31%	-3%
CCCCOC(=O)Nc1nc2ccccc2s1	-3%	-2%	12%	5%	0.3	5	-19%	-21%
Cn1c(NC(=O)c2cc(Cl)ccc2Cl)cc(=O)n(C)c1=O	0%	14%	7%	3%	2.4	-2	-25%	2%
Cc1cccc(NC(=O)CSc2nnc(-c3ccco3)o2)c1C	-1%	-11%	6%	11%	-0.3	5	-2%	-18%
Cc1cc(C)cc(NC(=S)NCCSc2ccc(Cl)cc2)c1	-15%	?	9%	3%	-2.2	-7	30%	-13%
CN(C)CCN(C(=O)c1ccco1)c1nc2cc3c(cc2s1)OCCO3	1%	-10%	1%	17%	-6.8	-5	-2%	10%
COCCCNC(=O)/C(C#N)=C/c1c(N2CCN(C)CC2)nc2ccccn2c1=O	-3%	3%	6%	-8%	0.8	-3	-35%	-4%
Cc1ccc(C2CC(c3cccc(C)c3)n3nc(N)nc3N2)cc1 (stereo unspecified)	-6%	-2%	-6%	-8%	-1.7	-3	9%	6%
O=C(Cc1ccccc1)N(c1ccccc1)c1ccccc1	0%	0%	0%	-8%	-2.7	-3	-17%	-5%
O=C(Nc1ccccc1C(=O)Nc1ccncc1)c1cccc([N+](=O)[O-])c1	-3%	-18%	8%	-29%	1.7	-10	8%	-16%

Exported with two lines to a compound: entries from further up.
Values run as follows: PLK1 PBD inh, Abeta rescue, EPAC1 agonist, EPAC1 antagonist, IL-2 act, PI5P4K alpha inh, FUS suppressor, WRN helicase inh
COCCN(C(=O)C1=COCCO1)c1c(N)n(CC(C)C)c(=O)[nH]c1=O
 : -8%, 14%, 13%, -22%, 0.6, 2, -29%, 7%
Cc1nccc2oc(=O)c(NC(=O)c3ccc(Cl)cc3)cc12
 : -6%, -14%, 3%, 1%, -0.1, 0, 21%, -3%
C=CCOc1ccnc(-c2ccccc2)n1
 : -5%, 2%, -15%, -22%, -1.7, 3, 4%, -1%
CC(C)CN(C(=O)COc1ccc(-c2nnco2)cc1)C1CCS(=O)(=O)C1 (stereo unspecified)
 : 1%, 7%, -7%, 9%, -4.2, 2, ·, 2%
CC1Cc2ccccc2N1S(=O)(=O)c1cccs1 (stereo unspecified)
 : 33%[activator], 20%, -8%, 13%, 2.4, ·, 2%, -9%
O=C(Nc1cc(Cl)ncn1)c1ccccc1
 : -2%, -10%, 8%, 9%, -2.7, -3, -7%, -5%
COC(=O)CNC(=O)c1nn(-c2cccc(OC)c2)c(=O)c2ccccc12
 : 0%, -7%, -10%, -16%, 0.2, -1, 2%, -1%
Cc1ccc2nc(C)/c(=N\O)c(C)nc2c1
 : -3%, 8%, 13%, 0%, 2.6, ·, 24%, -7%
O=C1NC(c2ccccc2Cl)Nc2ccccc21 (stereo unspecified)
 : -1%, 8%, -4%, -7%, 0.9, 9, -31%, -3%
CCCCOC(=O)Nc1nc2ccccc2s1
 : -3%, -2%, 12%, 5%, 0.3, 5, -19%, -21%
